# PhoP GFP inhibition: Inhibition of PhoP regulon, Salmonella typhi GFP reporter cells, confirmation, 4 h (AID 1850) | one-dose inhibition, % at 50 µM; IC50 in µM for titrated hits | actives 0.33% (n = 310,000) | Salmonella Typhi PhoP-promoter GFP reporter, fluorescence, 4 h; higher % means a stronger effect; in the data active means a potency from the dose series; inconclusive means inhibition mostly from about 25% at the one dose, without a potency; inactive means the rest, 99 in 100 with inhibition below about 19%;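 further: 0% = induced wells with vehicle and 100% = uninduced wells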
# tuberculosis growth: growth inhibition of non-replicating M. tuberculosis (AID 488890); actives 0.39% (n = 320,000); Mycobacterium tuberculosis non-replicating, growth inhibition; higher % means a stronger effect; inhibition, % at 25 µM; hits with a dose series show IC50 in µM; in the data active means a potency from the dose series; inconclusive means inhibition mostly from about 82% at the one dose, without a potency; inactive means the rest, 99 in 100 with inhibition below about 76%;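 further: plate controls were DMSO cells for no effect and high antibiotic wells for full effect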
# inhibitors of VEEV: inhibitors of VEEV TC-83 cytopathic effect, confirmation, Vero cells (AID 588727). Vero cells, VEEV TC-83 cytopathic effect inhibition; higher % means a stronger effect. inhibition, % at 20 µM, or IC50 in µM where a hit was titrated. actives 0.13% (n = 350,000); in the data active means a potency from the dose series; inconclusive means inhibition mostly from about 14% at the one dose, without a potency; inactive means the rest, 99 in 100 with inhibition below about 12%; further: strong numbers were not always called active
# M. tuberculosis HTS: M. tuberculosis growth inhibition, HTS (AID 449762); M. tuberculosis H37Rv growth inhibition, 7H9 media; higher % means a stronger effect; inhibition, % at 25 µM, or IC50 in µM where a hit was titrated; actives 0.59% (n = 330,000); in the data active means a potency from the dose series; inconclusive means inhibition above about 70% without an active follow-up result;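 further: bacterial growth assessed after seven days of incubation; strong numbers were not always called active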
# H1N1 NS1A inhibition: H1N1 influenza NS1A inhibitors, functional cell based assay (AID 504329) | actives 0.3% (n = 340,000) | one-dose inhibition, % at 12.5 µM; IC50 in µM for titrated hits | NS1A functional cell-based assay, percent inhibition; higher % means a stronger effect; in the data active means a potency from the dose series; inconclusive means inhibition above about 27% without an active follow-up result; further: strong numbers were not always called active
# inhibitors of VEEV 10K pilot screen: second read-out of inhibitors of VEEV, no call of its own (marks repeat the call); inhibition, %; measured here: 10K pilot screen inhibition
# Active calls of the source: *; i = inactive; u = inconclusive; x = not tested or not shown.
SMILES,PhoP GFP inhibition,tuberculosis growth,inhibitors of VEEV,M. tuberculosis HTS,H1N1 NS1A inhibition,others
Cc1noc(C)c1NC(=O)N(C)C[C@@H]1Oc2ccc(NC(=O)C3CCCCC3)cc2C(=O)N([C@@H](C)CO)C[C@H]1C,x,13.4%,i,1.5%,4.2%,
CC(C)c1nnc(NC(=O)C2CCCO2)s1 (centres undefined),-18.4%,-4.5%,0.6%,-2.2%,-10.0%,
COc1ccc2c(c1)CCc1c(C(=O)NCCN3CCOCC3)noc1-2,3.7%,5.8%,i,-6.4%,-2.9%,
COC(=O)c1sc(OC)cc1OCc1ccc(C)cc1,-8.9%,6.6%,1.4%,2.9%,-8.9%,
O=C(Nc1ccccn1)c1ccc2ccccc2c1O,2.6%,79.7%,1.6%,0.7%,-7.9%,
CCN1CCN(C(=O)c2cc3cc(Cl)ccc3[nH]2)CC1,89.5µM*,-9.3%,0.3%,8.4%,-16.7%,
COc1ccc(C(=S)NCS(=O)(=O)c2ccc(C)cc2)cc1,-1.0%,u,0.1%,34.2%,5.8%,
COc1cc2nc(SCc3ccc(F)cc3)n(Cc3cccs3)c(=N)c2cc1OC,0.7%,4.1%,i,0.9%,-3.2%,
O=c1cc(/C=C/c2cccs2)[nH]c2ccccc12,11.8%,45.7%,2.1%,3.5%,6.9%,
CCC1=NC(c2ccc(OC)c(OC)c2)N(O)C1(C)C (centres undefined),6.0%,9.3%,0.1%,3.5%,-1.5%,
O=C1CC(c2ccco2)Cc2nc(NCC3CCCO3)ncc21 (centres undefined),-0.4%,6.7%,2.2%,5.8%,5.0%,
COc1ccccc1S(=O)(=O)N1CCn2cccc2C1C (centres undefined),x,x,2.8%,x,2.3%,
Cc1ccc(NC(=O)CSc2ccc(S(=O)(=O)N3CCCC3)cn2)cc1F,x,15.0%,1.0%,8.6%,-4.6%,
Clc1cccc(CNCCc2ccc3c(c2)OCO3)c1,-12.7%,10.8%,i,3.1%,-5.9%,
CN(CC(=O)c1c(N)n(C)c(=O)n(C)c1=O)c1ccccc1,14.1%,7.2%,0.6%,2.2%,3.4%,
CC(C)N(CCNC(=O)c1ccc(CS(=O)(=O)c2c(Cl)cccc2Cl)o1)Cc1ccccc1,-0.9%,x,0.7%,-6.9%,-2.5%,
CCOc1ccc(C(=S)NC2CCCCC2)cc1OCC,-5.9%,57.0%,0.7%,u,-1.0%,
O=C(Cc1ccc(S(=O)(=O)N2CCOCC2)s1)Nc1ccc2c(c1)CCC2,-5.3%,3.5%,4.0%,-3.6%,-3.9%,
COc1ccc(/C=N/NC(=O)c2ccn[nH]2)cc1COc1ccc(F)cc1,4.5%,-3.4%,10.4%,1.1%,-12.3%,
Cc1nc2ccc(NC(=O)N(C)c3ccccc3)cc2s1,-3.9%,30.6%,0.0%,3.3%,-13.2%,
CN(C)c1ccc(/C=N/NC(=O)c2ccc3nc[nH]c3c2)cc1,3.6%,-2.7%,1.5%,1.1%,-15.2%,
CN(C)S(=O)(=O)N1CCN(c2ccc([N+](=O)[O-])c(NC3CC3)c2)CC1,-5.8%,9.6%,2.8%,-0.9%,-0.8%,
COc1ccccc1CC(=O)NNC(=O)c1cccs1,4.9%,-1.1%,0.6%,-2.1%,-7.3%,
CCCN(CCC)C(=O)Cn1c(=O)n(CCCCCC(=O)Nc2ccccc2)c(=O)c2sccc21,0.7%,-24.2%,0.9%,5.1%,-6.0%,
CCC(C)NC(=O)c1ccccc1NC(=O)COc1ccc(OC)cc1 (centres undefined),x,x,0.6%,x,-1.4%,
CCOC(=O)CC1CCCCN1C(=O)c1cc(COc2cccc3cnccc23)on1 (centres undefined),-14.0%,20.3%,3.8%,-1.6%,-4.6%,
Cc1ccc(-n2nc(C)c(NC(=O)CCl)c2C)cc1C,13.7%,u,u,u,-5.9%,
COc1cc(OC)cc(-c2nnc(SCC(=O)Nc3cccc(C(=O)O)c3)s2)c1,1.2%,-7.2%,2.0%,7.7%,-1.6%,
CCn1c2ccc(C)cc2c2n[nH]c(=S)nc21,-0.4%,-15.3%,i,2.7%,-10.3%,
Cc1ccccc1NC(=O)CN1C(=O)CSc2ccc(S(=O)(=O)N3CCCC3)cc21,6.5%,-8.0%,3.6%,9.4%,3.3%,
COC(=O)c1sccc1NC(=S)Nc1cc(OC)ccc1OC,-0.7%,-0.2%,1.0%,5.2%,-5.9%,
Cc1ccc(SCc2[nH]nc3c2C(c2cccnc2)C(C#N)=C(N)O3)cc1 (centres undefined),7.8%,12.3%,1.6%,-0.4%,0.0%,
O=C(NN1C(=O)C2C3C=CC(C3)C2C1=O)c1ccccc1 (centres undefined),-4.6%,4.2%,i,1.2%,-9.8%,
O=[N+]([O-])c1cc(Br)cc(C=Nc2ccc3c(c2)OCO3)c1O,7.0%,39.2%,3.1%,57.6%,6.4%,
O=C1CN(S(=O)(=O)c2cc(C(F)(F)F)ccc2Cl)CCN1,x,4.9%,i,-3.5%,-13.6%,
COc1ccc(NC(=O)C2CCN(C(=O)c3ccco3)CC2)c(OC)c1,1.1%,5.9%,i,2.4%,-17.0%,
O=C(CCc1ccc(O)cc1)NNC(=S)NCCc1ccccc1,-1.7%,-11.2%,1.2%,3.2%,0.9%,
O=C(N=C1SC2CS(=O)(=O)CC2N1CCc1ccccc1)C1CC1 (centres undefined),1.4%,0.8%,i,-5.7%,-4.7%,
COC(=O)c1cccc(NC(=O)c2ccc3c(c2)C(=O)N(C(C)(C)C)C3=O)c1,5.0%,u,0.3%,-1.7%,3.1%,
Cc1ccccc1-c1nc(CS(=O)(=O)CC(=O)NCCN2CCOCC2)c(C)o1,-8.8%,-13.5%,0.6%,-13.1%,0.1%,

# Quoted at random: 6 entries already listed
SMILES,PhoP GFP inhibition,tuberculosis growth,inhibitors of VEEV,M. tuberculosis HTS,H1N1 NS1A inhibition,others
CN(C)S(=O)(=O)N1CCN(c2ccc([N+](=O)[O-])c(NC3CC3)c2)CC1,-5.8%,9.6%,2.8%,-0.9%,-0.8%,
Cc1ccccc1-c1nc(CS(=O)(=O)CC(=O)NCCN2CCOCC2)c(C)o1,-8.8%,-13.5%,0.6%,-13.1%,0.1%,
CCOC(=O)CC1CCCCN1C(=O)c1cc(COc2cccc3cnccc23)on1 (centres undefined),-14.0%,20.3%,3.8%,-1.6%,-4.6%,
O=C(Nc1ccccn1)c1ccc2ccccc2c1O,2.6%,79.7%,1.6%,0.7%,-7.9%,
COc1ccc(/C=N/NC(=O)c2ccn[nH]2)cc1COc1ccc(F)cc1,4.5%,-3.4%,10.4%,1.1%,-12.3%,
O=C1CN(S(=O)(=O)c2cc(C(F)(F)F)ccc2Cl)CCN1,x,4.9%,i,-3.5%,-13.6%,

# Further compounds.
SMILES,PhoP GFP inhibition,tuberculosis growth,inhibitors of VEEV,M. tuberculosis HTS,H1N1 NS1A inhibition,others
CSCC[C@H](NC(=O)[C@@H]1CSC2c3ccccc3C(=O)N21)C(=O)NC1CCCC1 (some centres undefined),4.5%,2.5%,0.8%,5.0%,0.0%,
O=C(CN1CCN(S(=O)(=O)c2ccccc2)CC1)Nc1ccc(N2CCOCC2)cc1,-2.0%,1.5%,0.9%,-4.2%,31.0%,inhibitors of VEEV 10K pilot screen=2.1
O=C(c1cc2ccccc2o1)n1nnc2ccccc21,-0.4%,-15.1%,1.2%,-4.4%,1.0%,
Cc1cc2oc(=O)cc(Cn3ccnc3)c2cc1Cl,1.4%,-19.9%,0.6%,-2.0%,-7.8%,
Cc1cc(C)n(CC(=O)NNC(=O)CCCOc2ccc(Cl)cc2C)n1,-7.5%,-12.8%,1.1%,-8.1%,-7.2%,
CCn1ccnc1CN(C)Cc1c(C(=O)N2C[C@@H](C)O[C@@H](C)C2)nc2ccc(Cl)cn12,0.4%,-9.1%,0.1%,-10.6%,-3.8%,
COc1ccccc1NC(=S)c1ccccc1,-3.3%,-0.4%,1.4%,1.9%,8.8%,
COCCNCc1ccc(Cl)cc1Cl,-3.6%,7.2%,2.2%,2.8%,-4.0%,
CC(C)C[C@]1(c2ccccc2)ON(c2ccccc2C(F)(F)F)C1=O,x,-3.6%,u,-1.9%,4.4%,
COc1ccc2c(c1)NP(=S)(Oc1ccccc1)N2 (centres undefined),-6.8%,2.1%,0.5%,-3.4%,-6.7%,
CCN(CC(=O)Nc1ccc(NC(C)=O)cc1)C(=O)C1COc2ccccc2O1 (centres undefined),-12.4%,-1.9%,0.9%,-6.5%,20.8%,
COCCNC(=O)CSc1nnc(-c2ccc(C)cc2)c(-c2ccc(C)cc2)n1,2.0%,28.6%,4.2%,10.0%,2.8%,
O=c1nc(-c2ccccc2)n(-c2ccccc2)[nH]1,-10.8%,21.5%,0.6%,11.6%,-11.1%,
CCOc1ccccc1NC(=O)CSc1ccccc1,7.5%,u,2.8%,-20.3%,-10.4%,
Cc1nn(CC(=O)NCc2ccc(OC(C)C)cc2)c(=O)c2cc(-c3ccccc3)nn12,2.8%,-5.8%,2.0%,2.9%,-3.3%,
Cc1cc2c(cc1S(=O)(=O)CCC(=O)N(C)C1CCCCC1)OCC(=O)N2,-3.7%,8.5%,1.9%,-4.0%,21.3%,
Cc1cnc(C(=O)NC2CC(C)(C)Cc3c2cnn3-c2cccc(F)c2)cn1 (centres undefined),-6.0%,11.8%,i,6.2%,-0.1%,
CCOCCN1CCC(OC(C)=O)C(C)C1 (centres undefined),1.2%,0.2%,i,4.8%,7.0%,
Cc1ccccc1N1CC2=C(C1=O)C(c1ccccc1)NC(=O)N2C (centres undefined),11.9%,-12.8%,0.5%,6.0%,-6.1%,
CCOCCn1c(CN2CCc3ccccc3C2)nc2c1c(=O)n(C)c(=O)n2C,2.4%,-9.0%,3.3%,7.7%,0.5%,
CCN1CCN(C(=O)c2cc(COc3ccc4ncccc4c3)on2)CC1,0.3%,10.6%,0.7%,0.7%,10.0%,
OCC1(CO)COC(CCc2ccccc2)=N1,-1.8%,-10.5%,i,2.3%,-4.1%,
CCn1c(O)c(N=NC(=O)c2ccc(CSc3nncn3C)cc2)c2ccccc21,-4.2%,-1.3%,7.6%,u,0.9%,
CCOc1nc(CC)nc(NC(=O)NS(=O)(=O)c2ccccc2Cl)n1,-5.7%,-10.7%,0.3%,5.0%,1.7%,
CSCCC(N=Cc1c(O)n(-c2ccc(Cl)cc2)c(=O)[nH]c1=O)C(=O)OC(C)(C)C (centres undefined),0.5%,-11.4%,i,-12.3%,-0.9%,
Cc1ccc(S(=O)(=O)NCC(=O)OC(C)C(=O)NCc2ccc3c(c2)OCO3)cc1 (centres undefined),x,x,i,x,9.3%,
O=C(/C(=C/O)N=Nc1ccccc1)c1ccco1,1.7%,3.5%,0.8%,2.2%,-3.0%,
O=C(Cc1ccc(F)cc1)NC(Cc1c[nH]c2ccccc12)C(=O)O (centres undefined),-22.5%,-7.6%,2.2%,-6.2%,8.7%,
CC(=O)Nc1ccc(S(=O)(=O)NCCC(=O)NC2CCCCCC2)cc1,x,x,1.6%,x,7.7%,
CCN(Cc1ccccc1OC)CC1CCCN(CCc2cccc(OC)c2)C1 (centres undefined),-4.4%,59.8%,i,-0.9%,-6.4%,
Cc1cccc(C2=NN(c3ccccc3)[C@H](CO)[C@H]2c2ccc(Cl)cc2)c1,x,x,1.9%,x,-16.8%,
CCCCOc1ccc(C(=O)NCc2ccncc2)cc1,-2.2%,21.2%,0.5%,-3.7%,-10.3%,
CC(C)(C)NC(=O)C(c1ccncc1)N(CC1CCCO1)C(=O)Cn1nnc(-c2ccc(F)cc2)n1 (centres undefined),-3.8%,11.4%,0.4%,-5.7%,-8.3%,
CCOc1ccc(C(=O)NCC(=O)OCC(=O)N(C)CC(=O)Nc2ccccc2CC)cc1OCC,x,x,i,x,-2.4%,
Cc1ccc(/C=C2\C(=O)NC(=S)N(c3ccccc3F)C2=O)s1,-8.5%,-8.2%,5.3%,-0.5%,-7.0%,
CCn1c(CN2CCOCC2)nnc1SCC(=O)Nc1ccc(C(C)=O)cc1,2.7%,6.3%,6.4%,0.1%,-7.0%,
CC1(C)Cc2nc3sc(C(N)=O)c(N)c3cc2CO1,21.0%,-4.0%,1.4%,7.4%,-11.4%,
O=C(O)C1CC(=O)N(c2ccc(Br)cc2)C1 (centres undefined),-4.9%,16.7%,2.0%,0.1%,10.4%,

# Structures from the list above with bromine, in the order listed:
SMILES,PhoP GFP inhibition,tuberculosis growth,inhibitors of VEEV,M. tuberculosis HTS,H1N1 NS1A inhibition,others
O=[N+]([O-])c1cc(Br)cc(C=Nc2ccc3c(c2)OCO3)c1O,7.0%,39.2%,3.1%,57.6%,6.4%,
O=C(O)C1CC(=O)N(c2ccc(Br)cc2)C1 (centres undefined),-4.9%,16.7%,2.0%,0.1%,10.4%,
